PI5P4K alpha inh = PI5P4K alpha (human) kinase inhibition. PI5P4Kalpha enzyme, ADP-Glo luminescence, 60 min; active compounds read low. P48426. 330,000 tested, 1.2% active. max response, %. AID 652105; active means max response of -50% or lower; inconclusive means between -30% and -50%; inactive means -30% or higher; further: value at the top dose of about 77 µM; on the % scale 0 is the no-effect control and ±100 the full control effect
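Enzyme plus substrate dispensed, test compounds pinned in, then ATP (5 microM final) added. After 60 min at RT, ADP-Glo reagent 1 for 45 min and reagent 2 for 30 min preceded luminescence imaging.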
PLK1 PBD inh = blocks phosphopeptide binding to human PLK1 polo-box domain; 360,000 tested, 2.8% active; AID 720504; Plk1 PBD binding of FITC phosphopeptide, fluorescence polarization; P53350; Potency, µM, for inactives: max response, negative = inhibition, most hits filed as inhibitors; further: potency means the concentration at half of the fitted maximal effect; series mostly up to about 57 µM; on the % scale 0 is the no-effect control and ±100 the full control effect; nearly all actives have a fitted effect of over 65% in size
IL-2 act = IL-2 activation. IL-2 activation reporter assay, cell-based qHTS; stimulated with anti-CD3/CD4/CD28 beads; in transgenic mouse T cells. 360,000 tested, 0.065% active. activation, % (series mostly up to about 46 µM); in the data active means activation above about 50%; inconclusive means mostly about 30% to 49%; further: 0% is about no effect
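Quantitative HTS in unstimulated transgenic mouse T cells, with memory T cells as non-tolerant control and PMA/ionomycin as tolerance-bypass control. Compound pretreatment lasted 60 minutes before 18 h bead stimulation; EGFP/DsRed fluorescence read.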
Abeta yeast res = compounds reversing amyloid beta toxicity in yeast; 410,000 tested, 0.063% active; yeast expressing A-beta42, growth rescue, OD600, 48 h; response scale: 0% DMSO, 100% iron-clioquinol control; Potency, µM (titrated, usually from 46.1 µM), for inactives: at the highest dose growth rescue, actives largely listed as activators; AID 1347071; further: potency means the concentration at half of the fitted maximal effect; nearly all actives have a fitted effect of over 55% in size
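Yeast A-beta toxicity model in growth medium with pinned compounds, 48 h at 30 C; growth read as absorbance at 600 nm. Normalized to FeCl3/clioquinol equimolar mix (positive) and DMSO (negative).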
FUS yeast rescue = FUS proteinopathy suppression in yeast; AID 1347120; S. cerevisiae FUS-expressing, growth rescue, OD600, 24 h; 390,000 tested, 0.24% active; Potency, µM (doses to about 76.6 µM), for the others: top-dose growth rescue (activation), most hits filed as activators;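 further: potency means the concentration at half of the fitted maximal effect; plate controls were DMSO vehicle for no effect and reference control for full effect; nearly all actives have a fitted effect of over 55% in size; some results filed as inactive show a strong effect at the top dose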
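Quantitative HTS measuring growth restoration of FUS-toxic yeast. Galactose-induced cells (OD 0.005) were exposed 24hr at 30C to compounds at several concentrations, then absorbance at 600 nm was recorded.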
WRN helicase inh = inhibitors of human WRN helicase; Q14191; WRN helicase unwinding, fluorescent forked duplex, kinetic; Potency, µM (highest dose often 114 µM), for inactives: at the highest dose activity change, negative = inhibition, most hits filed as inhibitors; 360,000 tested, 0.46% active; AID 651768; further: potency means the concentration at half of the fitted maximal effect; on the % scale 0 is the no-effect control and ±100 the full control effect; nearly all actives have a fitted effect of over 55% in size
Target sequence (Q14191 whole entry, looked up): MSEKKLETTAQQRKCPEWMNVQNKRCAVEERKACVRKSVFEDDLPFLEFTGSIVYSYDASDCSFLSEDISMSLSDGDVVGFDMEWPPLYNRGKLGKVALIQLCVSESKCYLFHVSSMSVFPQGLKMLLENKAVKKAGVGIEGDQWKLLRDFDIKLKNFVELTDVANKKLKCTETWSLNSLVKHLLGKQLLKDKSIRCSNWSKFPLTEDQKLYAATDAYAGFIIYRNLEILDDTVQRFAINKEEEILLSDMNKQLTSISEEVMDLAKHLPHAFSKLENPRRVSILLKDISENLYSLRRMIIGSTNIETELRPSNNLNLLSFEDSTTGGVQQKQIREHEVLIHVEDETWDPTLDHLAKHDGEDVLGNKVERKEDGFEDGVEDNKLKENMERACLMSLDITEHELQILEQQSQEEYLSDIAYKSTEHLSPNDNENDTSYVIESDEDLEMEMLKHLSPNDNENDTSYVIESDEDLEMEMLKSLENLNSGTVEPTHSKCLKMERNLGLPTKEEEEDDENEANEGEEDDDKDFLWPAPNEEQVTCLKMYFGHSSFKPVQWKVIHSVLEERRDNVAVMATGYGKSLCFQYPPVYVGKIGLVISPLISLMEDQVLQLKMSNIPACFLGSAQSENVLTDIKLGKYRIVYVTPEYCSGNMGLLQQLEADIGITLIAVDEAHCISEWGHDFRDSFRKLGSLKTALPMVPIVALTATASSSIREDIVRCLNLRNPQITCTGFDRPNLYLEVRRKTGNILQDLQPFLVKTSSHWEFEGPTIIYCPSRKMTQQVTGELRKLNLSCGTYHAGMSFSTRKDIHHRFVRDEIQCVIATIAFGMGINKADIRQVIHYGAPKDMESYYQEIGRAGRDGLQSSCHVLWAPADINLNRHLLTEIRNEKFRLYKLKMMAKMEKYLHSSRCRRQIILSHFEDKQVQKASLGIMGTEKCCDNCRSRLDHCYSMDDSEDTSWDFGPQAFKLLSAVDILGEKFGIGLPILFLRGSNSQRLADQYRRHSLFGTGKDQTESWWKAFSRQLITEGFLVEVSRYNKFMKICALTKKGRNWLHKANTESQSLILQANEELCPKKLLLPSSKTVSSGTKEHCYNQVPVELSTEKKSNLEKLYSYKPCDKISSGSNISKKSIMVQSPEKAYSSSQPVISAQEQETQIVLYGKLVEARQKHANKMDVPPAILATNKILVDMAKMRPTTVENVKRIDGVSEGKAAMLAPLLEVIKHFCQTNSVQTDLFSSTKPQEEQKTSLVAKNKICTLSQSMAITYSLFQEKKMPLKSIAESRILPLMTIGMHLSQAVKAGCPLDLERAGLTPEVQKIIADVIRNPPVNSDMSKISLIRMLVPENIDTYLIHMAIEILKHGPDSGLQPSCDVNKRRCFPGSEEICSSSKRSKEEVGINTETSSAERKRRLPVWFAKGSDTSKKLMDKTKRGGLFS
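Kinetic fluorescence helicase assay: unwinding of a quenched forked DNA duplex (100 nM final) with 2 mM ATP final raises red fluorescence (525/598 nm). Compounds sat 15 min at room temperature with 20 nM WRN beforehand.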
EPAC1 agonist = agonists of human EPAC1. O95398. EPAC1 agonist qHTS, biochemical assay; response scale: 100% = response to 6.5 mM cAMP. Potency, µM (doses to about 154 µM), for the others: at the highest dose activation, most hits filed as activators. 360,000 tested, 0.073% active. AID 720707; further: potency means the concentration at half of the fitted maximal effect; nearly all actives have a fitted effect of over 60% in size
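EPAC1 100 nM, Rap1B–BODIPY-GDP 250 nM, unlabeled GDP 50 uM; compound titration; 5 min RT; kinetic read ex480/em540 at 5-min intervals ×30 min; data normalized to 6.5 mM cAMP agonist control.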
EPAC1 antag = antagonists of human EPAC1. O95398. Potency, µM (top dose mostly 115 µM), for inactives: top-dose activity change, negative = inhibition, most hits filed as inhibitors. EPAC1 GEF assay, Rap1b-BODIPY-GDP exchange fluorescence. 360,000 tested, 0.14% active;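 further: potency means the concentration at half of the fitted maximal effect; plate controls were vehicle for no effect and positive control for full effect; nearly all actives have a fitted effect of over 50% in size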
* hit, by the source's call; ? = inconclusive; · = not tested or not shown; [ ] = remark or other dose. Unless noted, the call rests on the fitted dose curve; in most records, active means well fitted curve in the direction sought with a large enough effect; inconclusive means small, poorly fitted or top-dose-only effect, or another doubt; inactive means no such curve, though single readings can be large; an effect the other way counts as inactive or inconclusive. Compounds were not picked by outcome; overall some 4.1% were active at least once.

SMILES	PI5P4K alpha inh	PLK1 PBD inh	IL-2 act	Abeta yeast res	FUS yeast rescue	WRN helicase inh	EPAC1 agonist	EPAC1 antag
CCC(C)NC(=O)C1CC(c2ccc(OC)cc2)=NO1 (stereo not given)	·	0.4%	-0.8	14.9%	-5.3%	-0.6%	-1.0%	-3.4%
N#CCCn1cc(C(CC(=O)c2ccccc2)C(=O)O)c2ccccc21 (stereo not given)	7.2	-3.0%	-0.6	21.6%	?	-0.5%	2.1%	11.0%
CN(C(=O)CSc1nnnn1-c1ccc(Cl)cc1)C1CCS(=O)(=O)C1 (stereo not given)	-8.6	5.3%	0.4	0.1%	-12.3%	1.8%	12.7%	8.7%
CC(=O)c1ccc(NC(=O)/C(=C\c2ccccc2)NC(=O)c2ccco2)cc1	-1.9	-8.3%	-1.7	-3.8%	-1.6%	4.4%	13.3%	10.0%
CCO[C@@H]1OC(C(=O)NC2CC2)=C[C@H](c2csc3ccccc23)[C@H]1CCCO	3.3	-7.0%	-0.7	-2.5%	11.5%	4.7%	0.7%	-0.8%
NC(=O)c1ccccc1NS(=O)(=O)c1ccc(F)cc1	-3.7	-6.7%	7.3	-8.8%	-4.0%	-1.6%	-1.6%	-5.0%
Cn1c(SCC(=O)NCc2cccs2)nnc1-c1ccco1	·	2.2%	-1.8	-0.6%	14.9%	-6.9%	-3.0%	13.1%
CCOC(=O)C1=C(C)C/C(=N\NC(=O)c2ccccc2O)CC1	0.1	-5.6%	4.8	0.5%	17.1%	-5.6%	9.9%	-2.3%
COc1ccccc1CNC(=O)N1CCN(S(=O)(=O)c2ccc(Cl)cc2)CC1	-0.4	-1.5%	-2.9	11.2%	-29.5%	5.4%	2.5%	15.1%
O=C(CN1C(=O)NC2(CCCCCCC2)C1=O)NCc1ccc2c(c1)OCO2	5.8	-11.4%	1.7	29.7%	24.2%	1.7%	-4.6%	11.5%
O=c1c(-c2ccc(Cl)cc2)coc2c(CN3CCOCC3)c(O)ccc12	-17.7	18.9µM*	-2.7	31.9%	25.6%	1.0%	6.2%	-0.1%
CN(Cc1ccc(Cl)c(Cl)c1)C(=O)C1=CC=CN2CCS(=O)(=O)N=C12	-14.5	-4.5%	0.8	-15.7%	-13.8%	14.8%	-0.1%	7.3%
CN(C(=O)COC(=O)c1ccc(NS(=O)(=O)c2cccs2)cc1)C1CCCCC1	-18.0	?	0.8	-11.8%	-19.8%	4.6%	-0.5%	4.4%
COc1cc(NC(C)CCCN)c2ncccc2c1 (stereo not given)	4.0	-23.0%	0.6	-20.2%	-7.3%	-29.4%	-5.7%	-16.8%
C=CCn1c(COc2ccc3c(c2)CCCC3)nnc1SCC(=O)Nc1cccc(SC)c1	·	-8.7%	-1.5	7.3%	42.6%	-13.4%	20.8%	-17.6%
C(=N\N1CCN(C2c3ccccc3-c3ccccc32)CC1)/c1cccnc1	0.6	-2.2%	0.8	20.6%	1.1%	-12.8%	14.0%	-18.4%
CCOc1ccc(C(=O)NC(=S)Nc2ccccc2N2CCC(C)CC2)cc1[N+](=O)[O-]	23.9	-5.1%	2.1	0.3%	?	-7.4%	0.2%	-6.3%
O=[N+]([O-])c1cc2c(cc1/C=N/n1cnnc1)OCO2	0.1	-4.3%	-0.3	9.5%	-22.2%	-6.6%	1.5%	-6.9%
COC(=O)c1cn(CC(=O)N2CCCCCC2)c2ccccc12	-2.4	-2.6%	-1.5	7.0%	11.8%	2.1%	-4.1%	1.8%
COc1ccc(S(=O)(=O)N2CCC(C(=O)NCCc3ccc4c(c3)OCO4)CC2)cc1	0.6	2.3%	-0.3	0.0%	15.8%	4.3%	-1.7%	3.6%
Oc1ccc(Cl)cc1C=Nc1ccccc1Br	5.6	-13.1%	0.4	-5.9%	·	-0.2%	0.2%	-10.9%
COP(=O)(OC)C(=NNS(=O)(=O)c1ccc(C)cc1)c1ccccc1	-4.3	-26.1%	-0.2	6.3%	-7.9%	4.5%	5.8%	-2.9%
Cc1cccc(OCc2nc(C#N)c(NCc3ccc4c(c3)OCO4)o2)c1	2.0	-8.1%	-0.6	-22.1%	15.7%	-0.9%	8.3%	-13.6%
C=C(C)CN1C(=O)C(C)SC1=NN=C1SCC(=O)N1C (stereo not given)	-21.3	-12.5%	-0.8	-5.3%	-3.9%	-0.3%	-2.4%	-2.5%
Cc1onc(-c2ccccc2)c1C(=O)Nc1nc(-c2cc(F)ccc2F)cs1	·	-3.1%	-0.1	5.1%	12.8%	4.6%	2.9%	5.6%
O=C(c1ccc2nc(Cc3ccccc3F)oc2c1)N1CCCC1	6.8	-1.0%	-1.5	0.5%	-15.2%	7.3%	9.7%	5.2%
Cc1cc(NC(=O)c2coc(=O)c(Br)c2)ccc1C(C)C	-7.9	1.5%	-2.8	-32.1%	17.4%	7.2%	-10.5%	-4.3%
CSc1nc2ccc(NC(=O)c3ccco3)cc2s1	-4.7	-1.3%	3.2	-30.3%	-1.1%	-21.6%[57.1 µM]	-3.0%	-3.9%
COC(=O)C1=C(C)N(Cc2ccccc2)C(=NCc2cc(OC)c(OC)c(OC)c2)N[C@H]1c1ccccc1	-5.6	1.2%	-0.5	-2.2%	14.3%	5.5%	-23.0%	-0.1%
OC(Cc1cccnc1)(Cc1cccnc1)c1cc2ccccc2[nH]1	-11.9	-8.1%	-2.3	-3.4%	34.4%	13.9%	2.8%	-7.5%
CC(=O)Nc1ccc2oc(-c3ccccc3)nc2c1	-4.6	-9.0%	-0.3	-13.0%	-17.5%	-0.9%	15.0%	-20.8%
CCC(=O)N1CCc2cc(S(=O)(=O)CCC(=O)Nc3cccc(C)n3)ccc21	0.6	-17.3%	-0.7	2.5%	12.9%	-3.1%	3.9%	-19.1%
O=C(c1ccc(-c2cc3ccccc3oc2=O)cc1)N1CCN(c2ccc(Cl)cc2[N+](=O)[O-])CC1	1.5	-2.7%	3.5	13.4%	-5.8%	-25.5%[57.1 µM]	10.3%	6.9%
O=C(c1ccccc1NS(=O)(=O)c1ccc(F)cc1F)N1CCCCC1	2.1	-0.3%	0.1	-0.2%	-6.8%	0.0%	-5.8%	2.2%
O=C(CN1CCSC1=NCc1ccccc1)c1ccccc1	-3.3	-11.8%	-2.0	0.3%	15.8%	2.4%	-1.9%	-9.4%
Cc1ccc(/C(N)=N/OC(=O)c2cccs2)cc1	6.4	-3.7%	-0.6	-69.3%[inhibitor]	19.4%	2.6%	9.6%	-3.8%
COC(C)(C)[C@H](O)COc1c2ccoc2cc2oc(=O)ccc12	6.7	-8.9%	0.1	-3.5%	-2.3%	-6.2%	12.5%	9.3%
CN1CCN(c2nc(-c3cccnc3)nc3ccccc23)CC1	·	0.9%	-0.2	1.7%	0.7%	-11.9%	5.0%	-11.3%
O=C(C1CCCN1C(=O)c1cccs1)N1CCN(Cc2ccc3c(c2)OCO3)CC1 (stereo not given)	5.9	-2.3%	-0.6	-11.9%	9.8%	5.8%[57.1 µM]	-10.9%	-11.1%
Cc1cccc(Cc2cnc(NC(=O)CN3C(=O)/C(=C/c4ccccc4)SC3=S)s2)c1	2.5	-11.9%	0.7	12.9%	·	-2.6%	8.8%	-3.1%
COc1ccc(C2N(c3cc(Cl)ccc3OC)C(=O)C3CCCN32)cc1 (stereo not given)	2.5	-10.2%	-0.1	-10.8%	-21.4%	-1.0%	2.9%	-7.7%
Cc1cccc(NC(=O)CSc2nnc(C3CC3)n2CC2CCCO2)c1C (stereo not given)	3.7	-11.1%	0.1	-14.5%	2.0%	0.9%	11.5%	-5.5%
CCN1CCN(C(=O)c2ccc(CS(=O)Cc3ccc(C)cc3)o2)CC1 (stereo not given)	5.8	-3.5%	-0.2	12.5%	-10.2%	-4.1%	11.1%	?
CC(Cc1ccccc1)NC(=O)c1cc2ccccc2o1 (stereo not given)	-5.9	0.1%	-0.3	-21.8%	8.1%	2.6%	1.6%	-15.9%
Cc1cc(C)cc(OCC(=O)N2N=C(C(F)(F)F)CC2(O)C(C)(C)C)c1 (stereo not given)	-3.0	-10.8%	-2.9	22.4%	9.2%	-11.0%	-12.5%	-19.1%
Cc1c(O)ccc2c(CN(C)Cc3ccccc3)cc(=O)oc12	-8.6	0.4%	-6.3	-5.1%	13.3%	-0.5%	8.1%	1.3%
Clc1c(-c2ccccc2)nc2ccccn12	1.6	1.7%	-1.4	9.6%	0.9%	-4.2%[57.1 µM]	2.9%	-10.7%
CC1(C)Cc2cccc(OCC(=O)NC3CC3)c2O1	·	?	0.5	28.2%	27.0%	1.3%	0.5%	9.4%
O=C(OCC(=O)N1CCOCC1)c1cnc(Cl)c(Cl)c1	-5.0	-9.7%	0.0	-4.5%	-18.1%	-0.4%	16.7%	-4.3%
CN(C)c1nc(/C=C(\C#N)C(N)=O)c(Cl)n1-c1ccc(F)cc1	-0.5	-6.8%	-0.7	8.8%	19.6%	-5.1%	2.3%	-14.0%

(more compounds)
SMILES	PI5P4K alpha inh	PLK1 PBD inh	IL-2 act	Abeta yeast res	FUS yeast rescue	WRN helicase inh	EPAC1 agonist	EPAC1 antag
COc1ccc(CC(=O)NCCC(C)C)cc1S(=O)(=O)N1CCOCC1	-4.8	-8.4%	0.3	6.8%	2.7%	2.7%	4.1%	4.3%
Cc1ccc(-n2nnc(-c3cccnc3Cl)n2)cc1	8.0	-8.2%	-0.3	-15.8%	-11.3%	0.6%	4.8%	-1.0%
Cc1nc(N)nc(N)c1-c1ccc([N+](=O)[O-])cc1	11.7	1.5%	0.4	-2.0%	·	2.3%	1.9%	10.2%
CC(C)N(C(=O)Nc1ccc2nsnc2c1)C(C)C	?	13.4µM*	0.3	1.9%	-3.5%	?	17.0%	?
O=C1N(c2ccccc2C(F)(F)F)O[C@@]1(c1ccccc1)C1CCCCC1	12.8	-11.7%	-4.7	-21.2%	-1.2%	-9.1%	-12.2%	-17.0%

Whole records, quoted from the list. Order of screens: PI5P4K alpha inh	PLK1 PBD inh	IL-2 act	Abeta yeast res	FUS yeast rescue	WRN helicase inh	EPAC1 agonist	EPAC1 antag
`CC(C)N(C(=O)Nc1ccc2nsnc2c1)C(C)C` is entered as ?	13.4µM*	0.3	1.9%	-3.5%	?	17.0%	?
`Cc1nc(N)nc(N)c1-c1ccc([N+](=O)[O-])cc1` is entered as 11.7	1.5%	0.4	-2.0%	·	2.3%	1.9%	10.2%
`COc1ccc(CC(=O)NCCC(C)C)cc1S(=O)(=O)N1CCOCC1` is entered as -4.8	-8.4%	0.3	6.8%	2.7%	2.7%	4.1%	4.3%
`O=C1N(c2ccccc2C(F)(F)F)O[C@@]1(c1ccccc1)C1CCCCC1` is entered as 12.8	-11.7%	-4.7	-21.2%	-1.2%	-9.1%	-12.2%	-17.0%

Screening results deposited in PubChem BioAssay by National Center for Advancing Translational Sciences (NCATS).
